HIV RNase H inh = blocks HIV-1 RNase H cleavage of RNA/DNA duplex; inhibition, % at 10 µM; AID 565; RT-RNase H RNA/DNA duplex cleavage, fluorescence; P04585; 1.9% of 65,000 active; in the data active = inhibition above about 50%
RmlCD inh mix = inhibitors of RmlC and RmlD coupled enzymes | 0.39% of 110,000 active | inhibition, % at 5.5 µM | RmlC/RmlD coupled enzyme inhibition, 384-well mixture HTS; in the data active = inhibition above about 30%, passing the limit was not always enough; inconclusive = no clear call, values can overlap the other calls; note: strong numbers were not always called active
Numbers without * were called inactive; ? = inconclusive; . = no result given. Not all compounds are listed. The share of hits here may be higher or lower than overall.

SMILES | HIV RNase H inh | RmlCD inh mix
CCCCN(CC)CCNC(=O)c1[nH]c(C)c(C(C)=O)c1C | . | 3
CCOc1ccc(-n2cc(C(=O)Nc3ccc(Cl)cn3)c3cc(OC)c(OC)cc3c2=O)cc1 | . | 12
CCOc1ccc2c(c1)C(C)=CC(C)(C)N2C(=O)Nc1ccccc1 | . | -11
O=C(c1cc(-c2cccnc2)nc2ccc(Br)cc12)N1CCN(c2ncccn2)CC1 | -6 | 4
CCCCOC(=O)Nc1ccccc1C(N)=O | -23 | 2
O=C(Oc1ccc2c(=O)c(Cl)coc2c1)c1ccncc1 | 4 | ?
CCCC(=O)C1C(=O)CC(CC(C)SCC)CC1=O (stereo not given) | . | -9
CCCCCCN=Cc1c(O)n(C)c(=O)n(C)c1=O | . | -14
Cc1ccc2oc(=O)c3cnn(CC(=O)NC4CCN(Cc5ccccc5)CC4)c3c2c1 | -12 | -5
Cc1nn(Cc2ccc(Cl)cc2)c(C)c1NC(=O)c1cc(-c2ccco2)on1 | -43 | .
CCOC(=O)N(C)c1ccc(C(O)(C(=O)OC)C(F)(F)F)cc1 (stereo not given) | . | 2
Cc1ccc(C(=O)N2CCN(c3ncnc4c3cnn4-c3ccccc3)CC2)cc1 | . | -10
N#CC(C(=O)NCCc1ccccc1)c1nc2ccccc2nc1N1CCOCC1 (stereo not given) | 4 | 34
Cc1ccc2oc(=O)c3cnn(CC(=O)N4CCc5ccccc5C4)c3c2c1 | -14 | -3
COC(=O)/C=C1/N/C(=N\c2nc(C)cc(C)n2)N(c2ccc(C)c(C)c2)C1=O | . | 18
COc1ccc(OC)c(C(=O)N2CCC(C(=O)c3ccc(F)cc3)CC2)c1 | . | 6
O=C(c1sc2ccccc2c1Cl)N(Cc1ccco1)C1CCS(=O)(=O)C1 (stereo not given) | -2 | 5
C=C(C)CC(NCc1ccco1)c1ccc(OC)cc1 (stereo not given) | . | -6
CC(C)(C)C1=Nn2c(nnc2C2CCCCC2)SC1 | -14 | 68
COC(=O)c1sccc1NC(=O)CSc1cc(Cl)ccc1Cl | . | 17

Reformatted as comma-separated lines: part of the list above
SMILES,HIV RNase H inh,RmlCD inh mix
O=C(c1cc(-c2cccnc2)nc2ccc(Br)cc12)N1CCN(c2ncccn2)CC1,-6,4
CCCCOC(=O)Nc1ccccc1C(N)=O,-23,2
O=C(Oc1ccc2c(=O)c(Cl)coc2c1)c1ccncc1,4,?
CCCC(=O)C1C(=O)CC(CC(C)SCC)CC1=O (stereo not given),.,-9
CCCCCCN=Cc1c(O)n(C)c(=O)n(C)c1=O,.,-14

(more compounds)
SMILES | HIV RNase H inh | RmlCD inh mix
CCO/C=C1/C(=O)N(C)C(=O)c2cc(OC)ccc21 | . | 23
O=C(c1cnc2n(c1=O)CCS2)N1CCN(c2ccccc2Cl)CC1 | . | 6
O=C(Nc1c(F)cc(F)cc1Br)c1cc(-c2ccc(O)cc2)on1 | -17 | -14
Cc1c(C(C)O)nnn1-c1nonc1N (stereo not given) | -6 | 1
COc1cc(OC)c(OC)cc1CNC1CCCCCC1 | -5 | 30
NC(=O)[C@H]1CC2(CC(c3cccc(NC(=O)[C@H]4CCC(=O)N4)c3)=NO2)CN1C(=O)CC(c1ccccc1)c1ccccc1 (stereo not given in full) | . | 4
Cc1nc(N2CCN(c3ccccc3)CC2)[nH]c(=O)c1Cc1ccccc1 | 7 | -12
CCOC(=O)c1cnc(-n2cc(C)cn2)nc1Nc1ccccc1OC | -1 | -8
Cc1cccc(CC(=O)Nc2cc(C)c3c(=O)oc4ccccc4c3n2)c1 | . | -11
CCCCC1=CC2=CC(=O)C(C)(OC(=O)CC)C(=O)C2=CN1Cc1ccco1 (stereo not given) | . | 1
Cn1cccc1Cc1nnc(SCC(=O)NCCc2ccccc2)n1-c1ccc(F)cc1 | -5 | -8
CCOc1ccc2nc(NCCCO)[nH]c2c1 | . | -12
CN1CCN(C(=O)C2=C[C@@H](c3ccccc3)C[C@@H](OCCCCO)O2)CC1 | . | -11
Cc1ccc(Cn2nnnc2CN2CCC(n3nnc4cc(C)ccc43)CC2)cc1 | 3 | -9
Cc1nnc(N(Cc2ccccc2)C(=O)c2cnccn2)s1 | -32 | -9
Cc1cc(C)n(-c2nnc(C)n2/N=C/c2ccco2)n1 | 1 | 9
COc1ccc(C2C(C(=O)Nc3cc(C)on3)c3ccccc3C(=O)N2C)cc1OC (stereo not given) | 1 | 5
COc1ccc(OC)c(C2C(C#N)=C(N)Oc3cc(N)ccc32)c1 (stereo not given) | -11 | -9
CCCCNC(=O)C1CC(=O)N(c2ccc(OC)cc2)C1c1ccc(OC)cc1 (stereo not given) | . | -3
COc1ccc(NC(=O)CCN2C(=O)C3CC=C(Cl)CC3C2=O)cc1 (stereo not given) | 3 | .
COc1ccccc1OCc1ccc(C(=O)N2CCN(C(=O)c3ccco3)CC2)cc1 | -5 | .
NC(=O)CCN(Cc1ccccc1)S(=O)(=O)c1ccccc1 | -4 | 5
Cc1c(C(=O)NCCc2ccccc2)oc2ccc(S(=O)(=O)N3CCOCC3)cc12 | -62 | 6
Cc1ccc(CNS(=O)(=O)N(C)C)cc1 | . | 6
Cc1cc2nc(CCN3CCOCC3)n(S(=O)(=O)c3ccc(C(C)(C)C)cc3)c2cc1C | . | 4
Cc1cccc(N2CCN(C(=O)COc3cc(=O)n(C)c4ccccc34)CC2C)c1 (stereo not given) | 0 | .
CC(CN1CCN(C)CC1)OC(=O)c1ccc(Cl)cc1 (stereo not given) | -7 | 10
O=C1CC(C(F)(F)C(F)(F)C(F)(F)C(F)(F)F)=Nc2ccccc2N1 | . | 6
Cc1ccc(C(=O)CSC2=NC(N)=C(C#N)C3(CCCCC3)C2C(N)=O)cc1 (stereo not given) | 12 | -10
CC(C)C(NC(=O)C(c1ccccc1)c1ccccc1)c1nc2ccccc2[nH]1 (stereo not given) | . | -12
Cc1nc2c3cnn(-c4ccc(C)c(C)c4)c3ncn2n1 | -2 | -16
CC1CCCC(NC(=O)CC2Nc3ccccc3NC2=O)C1C (stereo not given) | -18 | .
CCC(=O)N1CCc2cc(OC)c(OC)cc2C1COc1ccc(C(=O)OC)cc1 (stereo not given) | -8 | -6
O=C(Nc1nc2ccc(F)cc2s1)C1CCCO1 (stereo not given) | . | 9
CCOC(=O)C1CCCN(C(=O)Cn2nc(Cc3cccnc3)c3ccccc3c2=O)C1 (stereo not given) | -5 | 5
CCOC(=O)c1cnc(SCC(=O)Nc2cc(OC)cc(OC)c2)nc1N | -3 | 7
COc1ccc(N(Cc2ccccc2)S(=O)(=O)c2cccc(C(=O)NC3=NCCS3)c2)cc1 | . | -9
CCN1CCc2c(sc(NC(=O)c3ccc(S(=O)(=O)N4CCOCC4)cc3)c2C(=O)OC)C1 | -9 | .
Cn1c(=O)c2c(nc(CN3CCN(C(=O)c4ccco4)CC3)n2Cc2ccc(F)cc2)n(C)c1=O | -6 | -11
COc1cccc(-c2nc(-c3ccc(NC(=O)Cc4ccccc4OC)cc3)no2)c1 | 13 | 2

Entries of single compounds from above:
CCOC(=O)C1CCCN(C(=O)Cn2nc(Cc3cccnc3)c3ccccc3c2=O)C1 (stereo not given) reads HIV RNase H inh: -5; RmlCD inh mix: 5
COc1ccccc1OCc1ccc(C(=O)N2CCN(C(=O)c3ccco3)CC2)cc1 reads HIV RNase H inh: -5; RmlCD inh mix: .

Continued:
SMILES | HIV RNase H inh | RmlCD inh mix
CCOC(=O)c1ccc(NC(=O)N2CC(C)OC(C)C2)cc1 (stereo not given) | -4 | -9
CCC(=O)N1CCc2cc(S(=O)(=O)CCC(=O)N3CCc4ccccc4C3)ccc21 | -5 | 0
COc1ccc(S(=O)(=O)NC(CC(=O)NCc2ccc3c(c2)OCO3)c2ccco2)cc1 (stereo not given) | -4 | -13
CCc1c(O)nc(SCC(=O)Nc2ccccc2OC)[nH]c1=O | 1 | 21
CCn1c(SCC(=O)NC2CCCCC2)nnc1-c1cc2cccc(OC)c2o1 | . | 3
C=C(c1cccc2ccccc12)P(=O)(O)O | -3 | 4
CCCCCOC(=O)c1ccc(NC(=O)c2ccco2)cc1 | -4 | .
Cc1cc2oc(=O)c3c(c2cc1OCc1nn[nH]n1)CCCC3 | 0 | -2
Cc1ccc(C(=O)OCCc2c(C)[nH]n(-c3ccccc3)c2=O)cc1 | . | -8
Cc1ccc(NC(=O)CN2CCc3ccccc3C2)cc1 | . | -10
CN1CCN(S(=O)(=O)c2cccc(C(=O)NC3CCCc4ccccc43)c2)CC1 (stereo not given) | -16 | .
C=CCN1C(=O)CN=C1Nc1cc(C)ccc1C | -32 | -7
COC(=O)c1ccc(-c2ccco2)n1Cc1ccccc1Cl | . | 38
COc1ccc(C(=O)Nc2cc(C(F)(F)F)ccc2Cl)cc1OC | . | -10
Cc1cc2c(ncn2C)c(NS(=O)(=O)c2ccccc2Cl)c1C | . | -11
N#Cc1nc(-c2ccc(OCc3ccccc3)cc2)oc1NCc1cccnc1 | -13 | 9
N#Cc1ccc(C(=O)Nc2ccc(S(=O)(=O)NC3=NCCCCC3)cc2)cc1 | . | -3
CC(=O)Nc1cccc2c1[n+]([O-])c(C)c(C)[n+]2[O-] | -6 | .
CCN=C1SC(CC(=O)Nc2ccccc2OCC)C(=O)N1CC (stereo not given) | 5 | -7
c1ccc2nc3c(nc2c1)c1ccccc1n3CCN1CCOCC1 | -29 | -1
CCOC(=O)c1cc(C)n(-c2ccc(OC)c(OC)c2)c1C | -2 | -2
COC1(OC)N=C(N)C2(C#N)C(c3ccccc3)NC(C)=CC12C#N (stereo not given) | . | 96
COc1ccc(OC)c(N/C(C)=C/C(=O)c2ccc(C)o2)c1 | -17 | 9
CC1CC(C)CN(C(=O)c2ccc3c(c2)N(Cc2ccccc2)CCS3)C1 (stereo not given) | . | -2
C=C(C)c1cccc(C(C)(C)NC(=O)NCc2ccc(OC)c(OC)c2)c1 | . | -16
COc1ccc(-c2nc(CS(=O)CC(=O)NCCCN3CC(C)CC(C)C3)c(C)o2)cc1OC (stereo not given) | 3 | 6
Cc1ccc(N2CN=C(c3ccccc3)NC2=S)cc1 | . | -12
C=CCn1c(COc2ccccc2-c2ccccc2)nnc1SCC(=O)NC(=O)NCc1ccco1 | . | -8
Cc1cc(C)n(C(C)n2nc(C)cc2C)n1 | -8 | 10
CN=C(Nc1cc(Cl)ccc1Cl)SC1CC(=O)N(c2ccc(C(=O)OC)cc2)C1=O (stereo not given) | . | 4
Cc1[nH]c2ccc(OC(=O)N3CCOCC3)cc2c1C(=O)OC(C)C | . | -9
CC1(C)Cc2noc(N)c2C(C)(C)N1OC(=O)c1cccs1 | -9 | -21
COc1nc(NCc2ccco2)nc(N2CCC(C)CC2)n1 | -18 | 3
O=C(C1CCC(CNc2c(N3CCCCC3)c(=O)c2=O)CC1)N1CCCCC1 (stereo not given) | 2 | 2
O=S1(=O)N=C(Nc2nncs2)c2ccccc21 | . | -4
Cn1c(CN2CCN(c3cccc(Cl)c3)CC2)nc2ccccc21 | . | 6
CCOC(=O)C1CCN(C(=O)c2cn(CCOC)c(=O)c3c2c2ccccc2n3C)CC1 | 4 | 26
Cc1ccc(C(=O)C2=C(O)C(=O)N(c3ncccn3)C2c2cccc(Cl)c2)o1 (stereo not given) | 1 | .
Fc1ccccc1CN1CCCCCCC1 | . | 10
Cc1nnc(SCC(=O)Nc2ccc(N3CCOCC3)cc2)n1-c1ccccc1 | . | -5

A second format for part of the listing above.
Structure,HIV RNase H inh,RmlCD inh mix
COc1ccc(-c2nc(CS(=O)CC(=O)NCCCN3CC(C)CC(C)C3)c(C)o2)cc1OC (stereo not given),3,6
Cc1nnc(SCC(=O)Nc2ccc(N3CCOCC3)cc2)n1-c1ccccc1,.,-5

The results go on:
SMILES | HIV RNase H inh | RmlCD inh mix
Cc1cccc(CSc2nnc(-c3ccco3)n2C)c1 | -11 | -14
CCOC(=O)C1=C(c2ccccc2)OC(N)=C(C#N)C1c1ccco1 (stereo not given) | -13 | 13
CN1CC(=O)NC1=NC(=O)c1ccc(Cl)c(S(=O)(=O)N2CCCCCC2)c1 | 1 | 22
Cc1ccc(-n2nnc3c(=O)n(CC(=O)N4CCOCC4)cnc32)cc1 | -6 | -14
Cn1c(=O)c2c(nc(SCc3ccccn3)n2C)n(C)c1=O | -10 | .
CCC(C)NC(=O)C1CCN(c2nc(OC)nc(OC)n2)CC1 (stereo not given) | . | 8
CCOC(=O)C1CCN(C(=O)Cc2ccc(C)cc2)CC1 | . | 2
CC(C)CN(C(=O)COC(=O)CCN1C(=O)c2ccccc2C1=O)C1CCS(=O)(=O)C1 (stereo not given) | 0 | 4
Brc1ccc2[nH]c3c(N4CCc5ccccc5C4)ncnc3c2c1 | . | -1
Cc1nc(C#N)c(NCc2ccc3c(c2)OCO3)o1 | . | 5
CCN1C(=O)CC(Sc2ccccc2C(=O)O)C1=O (stereo not given) | . | 8

Source: PubChem (several laboratories)
